WRN helicase inh – inhibitors of human WRN helicase | 360,000 tested, 0.46% active | AID 651768 | WRN helicase unwinding, fluorescent forked duplex, kinetic | Q14191 | Potency, µM (series often up to 114 µM), without a hit: at the top dose activity change, negative = inhibition, hits mostly inhibitors; also: potency is read from the fitted curve at half-maximal effect; % is scaled to controls: 0 for no effect and ±100 for the full control effect; nearly all actives have a fitted effect of over 55% in size
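Primary qHTS, 1536-well format. 20 nM WRN + compound, 15 min RT; start with 100 nM forked fluorophore/quencher duplex, 2 mM ATP (final); kinetic read ex 525/em 598 nm.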
CCT modulator – modulators of cytosolic chaperonin (CCT/TRiC) activity. purified chaperonin ATPase assay, HTRF ADP detection, 30 min. 360,000 tested, 0.3% active. activity change, % (test concentration not listed), hits read low. AID 651819; in the data active = activity change below about -30%; also: % is scaled to controls: 0 for no effect and ±100 for the full control effect
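TRiC at 40 or 20 nM final (batch-dependent) in 30 mM Tris pH 7.4, 100 mM KCl, 5 mM MgCl2, 1 mM DTT, with compound at single 76 uM and 10 uM ATP, 30 min at 37 deg C. ADP detected by HTRF Transcreener, 665/615 ratio.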
PLK1 PBD inh – PLK1 (human) polo-box domain binding inhibition; Plk1 PBD binding of FITC phosphopeptide, fluorescence polarization; Potency, µM, without a hit: max response, negative = inhibition, most hits filed as inhibitors; P53350; 360,000 tested, 2.8% active; also: potency is read from the fitted curve at half-maximal effect; series mostly up to about 57 µM; % is scaled to controls: 0 for no effect and ±100 for the full control effect; nearly all actives have a fitted effect of over 65% in size
Target sequence (P53350 whole entry, looked up, the tested form may be a part): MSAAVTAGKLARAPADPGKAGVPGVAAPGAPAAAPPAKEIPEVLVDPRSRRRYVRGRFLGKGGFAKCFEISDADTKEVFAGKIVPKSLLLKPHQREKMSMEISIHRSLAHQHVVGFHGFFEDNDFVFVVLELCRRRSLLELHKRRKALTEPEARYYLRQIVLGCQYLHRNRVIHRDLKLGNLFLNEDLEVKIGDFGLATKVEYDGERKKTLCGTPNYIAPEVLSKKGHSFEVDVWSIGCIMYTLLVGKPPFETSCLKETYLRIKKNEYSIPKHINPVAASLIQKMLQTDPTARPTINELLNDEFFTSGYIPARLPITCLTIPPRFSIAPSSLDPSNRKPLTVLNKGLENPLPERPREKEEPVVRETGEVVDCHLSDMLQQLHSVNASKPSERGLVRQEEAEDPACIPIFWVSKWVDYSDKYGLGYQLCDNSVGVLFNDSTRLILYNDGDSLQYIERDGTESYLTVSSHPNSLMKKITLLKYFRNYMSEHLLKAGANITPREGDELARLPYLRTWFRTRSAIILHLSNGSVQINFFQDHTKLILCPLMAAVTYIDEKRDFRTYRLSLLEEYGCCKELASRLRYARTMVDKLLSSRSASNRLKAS
IL-2 act – activators of IL-2 | IL-2 activation reporter assay, cell-based qHTS; stimulated with anti-CD3/CD4/CD28 beads; in transgenic mouse T cells | 360,000 tested, 0.065% active | activation, % (series mostly up to about 46 µM) | AID 652025; in the data active = activation above about 50%; inconclusive = mostly about 30% to 49%; also: 0% is about no effect
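Quantitative HTS in unstimulated transgenic mouse T cells, with memory T cells as non-tolerant control and PMA/ionomycin as tolerance-bypass control. Compound pretreatment lasted 60 minutes before 18 h bead stimulation; EGFP/DsRed fluorescence read.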
EPAC1 antag – EPAC1 (human) antagonism | O95398 | EPAC1 GEF assay, Rap1b-BODIPY-GDP exchange fluorescence | Potency, µM (titrated, usually from 115 µM), inactives show at the highest dose activity change, negative = inhibition, hits mostly inhibitors | 360,000 tested, 0.14% active | AID 720709;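 also: potency is read from the fitted curve at half-maximal effect; plate controls were vehicle for no effect and positive control for full effect; nearly all actives have a fitted effect of over 50% in size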
PI5P4Ka inh – inhibitors of human PI5P4K alpha; P48426; PI5P4Kalpha enzyme, ADP-Glo luminescence, 60 min; hits give low values; max response, %; 330,000 tested, 1.2% active; AID 652105; active = max response of -50% or lower; inconclusive = between -30% and -50%; inactive = -30% or higher; also: value at the top dose of about 77 µM; % is scaled to controls: 0 for no effect and ±100 for the full control effect
Target sequence (P48426 whole entry, looked up): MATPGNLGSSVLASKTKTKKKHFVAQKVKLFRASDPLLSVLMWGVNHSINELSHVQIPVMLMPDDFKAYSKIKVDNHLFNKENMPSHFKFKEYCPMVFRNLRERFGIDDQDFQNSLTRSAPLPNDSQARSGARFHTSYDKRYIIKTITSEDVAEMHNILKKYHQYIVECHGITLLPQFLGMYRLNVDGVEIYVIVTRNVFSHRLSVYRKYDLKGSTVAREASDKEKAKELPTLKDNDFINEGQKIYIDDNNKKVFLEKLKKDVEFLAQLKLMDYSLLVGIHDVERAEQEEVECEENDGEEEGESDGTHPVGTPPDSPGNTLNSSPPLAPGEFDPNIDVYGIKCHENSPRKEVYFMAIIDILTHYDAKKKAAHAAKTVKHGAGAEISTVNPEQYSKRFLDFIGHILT
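ADP-Glo luminescence end-point after a 60 min room-temperature kinase reaction. PI5P4Kalpha and substrate in HEPES pH 7.4 buffer with EGTA, 0.1% CHAPS and 5% DMSO; ATP at 5 microM final.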
EPAC1 ag – EPAC1 (human) agonism; 360,000 tested, 0.073% active; AID 720707; EPAC1 agonist qHTS, biochemical assay; response scale: 100% = response to 6.5 mM cAMP; Potency, µM (series often up to 154 µM), for inactives: at the top dose activation, actives largely listed as activators; also: potency is read from the fitted curve at half-maximal effect; nearly all actives have a fitted effect of over 60% in size
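Compounds were pinned as a concentration titration into mixtures of EPAC1 (100 nM), BODIPY-GDP-loaded Rap1B (250 nM) and GDP (50 uM). After 5 min at room temperature, fluorescence was followed for 30 min; activity was scaled to 6.5 mM cAMP.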
EPAC2 agonist – EPAC2 (human) agonism | Q8WZA2 | EPAC2 activation, biochemical qHTS; response scale: 100% = 6.5 mM cAMP response | Potency, µM (series often up to 154 µM), inactives show top-dose activation, hits mostly activators | 360,000 tested, 0.079% active | AID 720711; also: potency is read from the fitted curve at half-maximal effect; nearly all actives have a fitted effect of over 50% in size
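Compounds were titrated in qHTS against a Rap1B-BODIPY-GDP (250 nM) complex with EPAC2 (100 nM) and GDP (50 uM). BODIPY-GDP release tracked at 480/540 nm over 30 min at room temperature, normalized to 6.5 mM cAMP.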
An asterisk follows results filed as active; ? = inconclusive; . = not tested or not shown; & = joins results of further samples; [ ] = remark or other dose. Unless noted, calls follow the shape of the dose curve; as a rule, active = well fitted curve in the direction sought with a large enough effect; inconclusive = small, poorly fitted or top-dose-only effect, or another doubt; inactive = no such curve, though single readings can be large; an effect the other way counts as inactive or inconclusive. Some of the compounds tested; count on the stated rates, not on these rows.

SMILES	WRN helicase inh	CCT modulator	PLK1 PBD inh	IL-2 act	EPAC1 antag	PI5P4Ka inh	EPAC1 ag	EPAC2 agonist
Cc1cccc(C)c1NC(=S)Nc1c(C)n(C)n(-c2ccccc2)c1=O	-19%	-2.0	-12%	-0.9	-4%	4	4%	19%
COc1ccc(S(=O)(=O)Nc2cccc(NC(C)=O)c2)cc1	3%	0.0	-5%	-0.8	6%	.	-6%	-1%
CCOCCCNS(=O)(=O)c1ccc(NC(=O)c2ccc(OC)c([N+](=O)[O-])c2)cc1	-29%	0.0	3.4µM*	-1.0	-12%	-30	-12%	-10%
COc1ccc(CNC(=O)C2CCCN2S(=O)(=O)c2ccc(S(=O)(=O)N(C)C)cc2)cc1 (stereo unspecified)	-2%	2.0	-1%	-1.6	6%	5	-7%	-5%
Cc1ccc(S(=O)(=O)NCC(=O)N(CC(=O)NCc2ccco2)Cc2ccc(F)cc2)cc1	-1%	-15	1%	-2.1	-7%	3	-3%	-3%
CC1CCCCC12NC(=O)N(CC(=O)NCC(=O)Nc1ccc(F)c(F)c1F)C2=O (stereo unspecified)	0%	0.5	-7%	1.1	-27%	0	8%	6%
COCCCNC(=O)CCc1ccccc1	8%	0.1	-10%	1.2	-11%	1	14%	9%
CCCC12CN3CC(CCC)(CN(C1)C3c1ccco1)C2=O (stereo unspecified)	7%	-2.4	0%	0.8	-24%	-4	7%	12%
O=C(CN1C(=O)NC2(CCCC2)C1=O)OCCOc1ccc(F)cc1	-6%	-0.4	-4%	-3.6	7%	6	5%	2%
CCCCCCCCN1C(=O)[C@H](CC(=O)N2CCN(C(=O)OCC)CC2)C[C@@]2(C(=O)OC)CC(C)(C)CC=C12	-7%	.	-17%	-1.0	-24%	-3	-24%	-14%
O=C(O)CN1C(=O)NC2(CCOc3ccccc32)C1=O (stereo unspecified)	6%	-1.5	-7%	-2.5	0%	0	7%	18%
Cc1cc(C)c(NC(=O)CN(C)S(=O)(=O)c2ccc3c(c2)n(C)c(=O)c(=O)n3C)c(C)c1	0%	-3.1	?	-1.9	-23%	2	10%	-10%
O=C(O)c1ccc(CS(=O)(=O)c2ccc(Br)cc2)cc1	-5%	-10	5%	0.9	9%	6	9%	6%
CC1CCN(c2ncnc3nc[nH]c23)CC1	0%	-2.7	-8%	-2.4	-2%	-9	-18%	6%
O=C(COC(=O)CNC(=O)c1ccco1)NCc1ccc(F)cc1	-7%	-0.2	-2%	1.5	9%	10	9%	0%
Cc1ccccc1-c1csc(C(C)(O)c2cccnc2)n1 (stereo unspecified)	-5%	1.4	-11%	0.4	-7%	-2	8%	11%
COC(=O)C1CC(O)CN1S(=O)(=O)c1ccc2ccccc2c1 (stereo unspecified)	-7%	-1.3	-10%	-0.6	-29%	9	8%	7%
CC(=O)N1CCCc2cc(S(=O)(=O)N3CCN(C4CCCCC4)CC3)ccc21	5%	-2.7	-15%	-2.4	2%	0	7%	-4%
CCCS(=O)(=O)N1CCN=C1SCc1cccc(C)c1	-2%	-0.5	-1%	-0.1	-7%	1	-10%	-1%
O=C(Nc1nnc(-c2ccccc2)o1)NC1CCCCC1	-7%	1.2	-1%	26	-2%	-3	-8%	6%

2 entries drawn at random from the list so far:
SMILES	WRN helicase inh	CCT modulator	PLK1 PBD inh	IL-2 act	EPAC1 antag	PI5P4Ka inh	EPAC1 ag	EPAC2 agonist
COC(=O)C1CC(O)CN1S(=O)(=O)c1ccc2ccccc2c1 (stereo unspecified)	-7%	-1.3	-10%	-0.6	-29%	9	8%	7%
Cc1cc(C)c(NC(=O)CN(C)S(=O)(=O)c2ccc3c(c2)n(C)c(=O)c(=O)n3C)c(C)c1	0%	-3.1	?	-1.9	-23%	2	10%	-10%

(next part)
SMILES	WRN helicase inh	CCT modulator	PLK1 PBD inh	IL-2 act	EPAC1 antag	PI5P4Ka inh	EPAC1 ag	EPAC2 agonist
Cc1cc(C(=O)N2CCN(c3ccccc3)CC2)no1	-6%	1.1	-3%	0.0	-9%	.	1%	2%
CN(C)S(=O)(=O)c1cccc(COc2cccnc2[N+](=O)[O-])c1	5%	-0.2	30µM*	-1.6	1%	2	-3%	6%
Cc1ccc(-n2c3nc(=O)[nH]c(=O)c-3cc3c(C)nn(-c4ccccc4)c32)c(C)c1	1%	-3.1	?	0.2	-19%	-6	11%	18%
O=c1[nH]c(SCc2ccccc2Cl)nc2c1CCC2	1%	-0.8	-6%	2.1	11%	.	-3%	-1%
CC1NC(=O)NC1CCCCCC(=O)NCCc1ccccc1 (stereo unspecified)	-5%	-1.3	-12%	-0.4	-1%	.	6%	12%
OCCCn1c(-c2ccccc2)nc(=S)c2c1CCCC2	12%	-2.1	-1%	8.1	10%	0	2%	1%
O=C(Cc1ccc(NC(=O)C2CCN(C(=O)C3CC3)CC2)cc1)Nc1ccc(C(=O)N2CCOCC2)cc1	2%	-1.6	-17%	0.1	-3%	5	-13%	8%
CN1CCN(C(=O)c2cc(-c3ccco3)on2)CC1	-5%	0.6	-16%	-1.0	16%	24	-2%	-1%
CC(=O)c1ccc(NC(=O)CCn2c(=S)oc3ccccc32)cc1	-4%	-1.6	-12%	1.3	9%	1	21%	13%
CNS(=O)(=O)c1cccc(C(=O)OCc2csc(-c3ccccc3)n2)c1	-5%	-0.3	-8%	-3.9	-26%	-2	-4%	14%
CCOC(=O)C(=O)c1csc(NC(=O)CCSc2ccc(C)cc2)n1	4%	-0.6	-11%	2.9	6%	3	8%	13%
Cc1cc(C)cc(NC(=O)COc2ccc(C(=S)N3CCOCC3)cc2)c1	-10%	-0.2	-11%	0.2	-6%	1	7%	4%
Nc1nc(N)c2cc([N+](=O)[O-])ccc2n1	-32%	-0.7	-6%	-0.6	-6%	-22	-5%	18%
COc1ccc(C2/C(=C(\O)c3ccc(OC)c(Cl)c3)C(=O)C(=O)N2CCN(C)C)cc1 (stereo unspecified)	4%	-1.2	-4%	1.5	-18%	9	0%	0%
CCCc1cc(NCCCN2CCOCC2)n2c(nc3ccccc32)c1C#N	-17%	-1.9	-3%	2.2	2%	3	0%	1%
CC1(c2ccccc2)NC(=O)N(CCOc2ccccc2)C1=O (stereo unspecified)	1%	0.2	0%	-1.8	-1%	-1	-4%	5%
O=C(NCc1ccccc1)C1CCN(C(=O)Cc2ccccc2)CC1	3%	1.2	4%	0.1	-4%	-5	-6%	-4%
Cc1ccc(-c2cn3cccnc3n2)cc1NC(=O)c1cccs1	-2%	-0.2	2%	0.3	11%	1	-3%	-6%
COc1ccc(S(=O)(=O)N2CCCC(C(=O)Nc3cccc(C(C)=O)c3)C2)cc1 (stereo unspecified)	-10%	-1.2	8%&4%	2.2	1%	-3	14%	-1%
COc1cccc(C(=O)Cn2c(Br)nc3c2c(=O)n(C)c(=O)n3C)c1	-1%	0.4	-3%	1.2	-2%	2	9%	7%
Cc1cccc(CN2CCC(CNC(=O)C3CCCN(S(=O)(=O)c4cnc[nH]4)C3)CC2)c1 (stereo unspecified)	7%	-0.5	-10%	-0.5	2%	-8	4%	2%
Cc1ccc(COc2ccsc2-c2n[nH]c(=S)n2C)cc1	-3%	0.7	2%	-1.4	-7%	-5	25%	4%
Cc1ccc(C(Sc2ccccc2)C(Cn2cncn2)C(=O)c2ccccc2)cc1 (stereo unspecified)	-9%	-2.3	-1%	0.1	5%	0	-8%	3%
COc1cc(CCC(=O)NCc2ccc(S(N)(=O)=O)cc2)cc(OC)c1OC	1%	-94*	-5%	0.3	0%	3	7%	12%
CCC(C)N(CCNC(=O)CC1Oc2ccccc2NC1=O)C1CCCCC1 (stereo unspecified)	5%	-2.3	-17%	-1.5	0%	-4	-16%	-3%
CC(C)(C)C(=O)NC(=S)Nc1cc(C(F)(F)F)ccc1N1CCOCC1	4%	-0.5	-5%	-0.1	-11%	-3	2%	10%
O=C(CCn1ccnc1)Nc1ccc2ccccc2c1	-3%	-2.0	-9%	3.9	3%	4	4%	12%
CCOc1cc2[nH]c(=O)n(Cc3ccc(C(=O)NCCCN4CCC(C)CC4)cc3)c(=O)c2cc1OCC	-3%	0.1	-2%	-0.6	-16%	-1	-1%	-3%
CCCNC(=O)C1CCN(S(=O)(=O)c2ccc3[nH]c(=O)ccc3c2)CC1	4%	-0.6	3%	-0.9	?	-15	-3%	2%
COc1ccccc1N1CCN(C(=O)CNC(=O)c2ccc(Cl)cc2Cl)CC1	2%[57.1 µM]	-2.3	4%	-0.5	?	1	-8%	-4%
CCC(CC)C1C(C#N)=C(N)SC(N)=C1C#N	-1%	2.3	-11%	-1.3	15%	-10	-1%	-1%
Cc1cc(C(=O)Nc2ccc(N3CCCCC3)cc2)no1	-10%	-0.8	?	0.8	-18%	-13	-8%	4%
CCOC(=O)N1C2CCC(C2)N1C(=O)OCC	1%	-1.4	-6%	0.2	5%	0	14%	6%
COc1ccccc1CCC(=O)NC1CCCN(c2ccc(C(F)(F)F)cn2)C1 (stereo unspecified)	-1%	1.3	-9%	-1.0	-6%	13	-5%	-6%
CCc1ccc(S(=O)(=O)NCc2cccs2)cc1	-5%	-1.1	0%	-0.6	-2%	2	0%	26%
COCCNC(=O)CSc1ccc(C)cc1	-1%	2.0	-3%	2.3	7%	0	-2%	-1%
O=C(c1ccccc1)N1CCN(c2ccccc2F)CC1	8%	-2.4	-3%	13	-12%	7	0%	-5%
COc1cc(CNS(=O)(=O)c2ccc3c(c2)CC(C)N3C(=O)C2CCC2)cc(OC)c1OC (stereo unspecified)	9%	-2.3	-9%	-4.9	-6%	11	8%	10%
CCOC(=O)c1sc(=S)[nH]c1C	5%	-13	0%	-0.6	-7%	-28	-1%	8%
CC(C(=O)N1CCOCC1)N1C(=O)C2C3C=CC(C4CC34)C2C1=O (stereo unspecified)	-26%	0.8	-12%	1.8	4%	0	-9%	6%
CC1CCN(CCC(=O)Nc2ccccc2)CC1	2%	2.6	3%	1.3	12%	-1	-7%	-2%

Complete entries, looked up by structure:
`O=C(CCn1ccnc1)Nc1ccc2ccccc2c1` is listed with WRN helicase inh: -3%; CCT modulator: -2.0; PLK1 PBD inh: -9%; IL-2 act: 3.9; EPAC1 antag: 3%; PI5P4Ka inh: 4; EPAC1 ag: 4%; EPAC2 agonist: 12%
`CC(C)(C)C(=O)NC(=S)Nc1cc(C(F)(F)F)ccc1N1CCOCC1` is listed with WRN helicase inh: 4%; CCT modulator: -0.5; PLK1 PBD inh: -5%; IL-2 act: -0.1; EPAC1 antag: -11%; PI5P4Ka inh: -3; EPAC1 ag: 2%; EPAC2 agonist: 10%
